NTR1 agonist = NTR1-driven beta-arrestin-GFP spot formation – imaging, U2OS cells, high content, primary screen (AID 493036) | P30989 | agonist mode | activation, % at 20 µM | 330,000 tested, 0.17% active;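 active means activation at or above 40% of the spot to cytoplasm intensity ratio, with at least 20 cells analyzed; inconclusive means wells under 20 cells, flagged as cytotoxic or low count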;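 further: 0% = DMSO without peptide and 100% = 100 nM NTR1 peptide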
Target sequence (P30989 whole entry, looked up): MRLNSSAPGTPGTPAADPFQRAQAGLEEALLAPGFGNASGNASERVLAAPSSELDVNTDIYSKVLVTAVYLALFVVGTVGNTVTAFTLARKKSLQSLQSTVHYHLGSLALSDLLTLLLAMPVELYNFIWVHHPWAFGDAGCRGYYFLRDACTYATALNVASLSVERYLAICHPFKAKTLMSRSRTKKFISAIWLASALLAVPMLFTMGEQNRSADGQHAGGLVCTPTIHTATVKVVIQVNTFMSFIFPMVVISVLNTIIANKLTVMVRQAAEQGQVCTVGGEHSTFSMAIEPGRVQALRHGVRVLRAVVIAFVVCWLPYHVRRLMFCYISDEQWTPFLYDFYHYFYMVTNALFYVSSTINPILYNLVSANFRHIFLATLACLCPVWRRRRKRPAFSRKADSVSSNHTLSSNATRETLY
SV40 large T antigen = SV40 large T antigen inhibitors, biochemical (AID 1903) | SV40 large T antigen ATPase/helicase inhibition assay; higher % means a stronger effect | one-dose inhibition, % at 20 µM; IC50 in µM for titrated hits | 310,000 tested, 0.39% active; in the data active means a potency from the dose series; inconclusive means inhibition mostly from about 32% at the one dose, without a potency; inactive means the rest, 99 in 100 with inhibition below about 32%; further: strong numbers were not always called active
RSV antiviral HEp-2 = inhibition of RSV-induced cytopathic effect – HEp-2 cells, primary 10 µM value included (AID 2391) | one-dose CPE inhibition, % at 10 µM; IC50 in µM for titrated hits | HEp-2 cells, RSV-induced CPE inhibition; higher % means a stronger effect | 310,000 tested, 0.13% active; in the data active means a potency from the dose series; inconclusive means CPE inhibition mostly from about 23% at the one dose, without a potency; inactive means the rest, 99 in 100 with CPE inhibition below about 21%; further: strong numbers were not always called active
MgcRacGAP inhibition = MgcRacGAP GTPase-activating activity inhibitors, confirmation, biochemical, ADP Hunter fluorescence; AID 624330; MgcRacGAP-stimulated Rac1 GTP hydrolysis, ADP Hunter fluorescence; higher % means a stronger effect; GST-tagged Rac1 F28L mutant substrate; 340,000 tested, 0.6% active; one-dose inhibition, % at 30 µM; IC50 in µM for titrated hits;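 active means first-screen hits whose inhibition reached a set limit at any dose in the follow-up dose series; inconclusive means inhibition above the set first-screen limit but never retested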;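 further: fluorescence reports GDP produced by GAP-driven GTP hydrolysis; strong numbers were not always called active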
Myeloid diff MLP = myeloid differentiation induction; ER-HoxA9 myeloid progenitors, lysozyme-GFP differentiation, flow cytometry; 360,000 tested, 1% active; calls only at 10 µM;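 active means normalized GFP-positive differentiation at or above the plate's own cutoff, the solvent-only control mean plus 3 SD; inconclusive means no clear call, values can overlap the other calls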;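 further: cells exposed to compound for four days before flow analysis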
TNAP activation fold = human TNAP enzyme activators, primary screen, biochemical, luminescent, no phosphate acceptor, uHTS (AID 1001) | purified TNAP, luminescent activation assay, no phosphate acceptor; higher activation fold means a stronger effect | activation fold at 20 µM; hits with a dose series show EC50 in µM | 200,000 tested, 0.03% active; in the data active means activation fold from about 3, or a potency from the dose series; inactive means the rest, 99 in 100 with activation fold below about 1.6; further: many of its hits are not listed in these tables
T cell modulator = modulates CD8 T cell binding to vesicles; AID 2052; 2C CD8+ T cell-vesicle binding, flow cytometry; stronger effect = lower value; 330,000 tested, 0.068% active; calls only at 7 µM;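 active means response, share of CD8 T cells binding vesicles, and their 90th percentile fluorescence all below set limits, cut at about 80% in these data, passing the limit was not always enough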
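Also added: QL9-peptide-loaded Drosophila micro-vesicles bearing Ld, ICAM-1 and B7-1; Test system: purified 2C TCR transgenic mouse naive CD8+ T cells; Measured by: cytometric PE anti-B7-1 and Alexa647 anti-CD8 signals after 1% paraformaldehyde fixation; Timing: binding step 1.5 h, 37 °C, antibody labelling 20 min, ice.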
PhoP inhibition = PhoP-dependent GFP reporter repression – Salmonella Typhimurium, primary screen (AID 1863) | S. Typhimurium PhoP-regulated promoter GFP reporter, 4 h; higher % means a stronger effect | one-dose inhibition, % at 50 µM; IC50 in µM for titrated hits | 300,000 tested, 0.16% active;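 active means inhibition over 29.93%, a cutoff 3 SD above the screen mean, later confirmed by dose response; inconclusive means inhibition over 29.93% but no dose response follow-up; inactive means inhibition at most 29.93% or unconfirmed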;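 further: 0% = low Mg2+ inducing control and 100% = high Mg2+ repressing control; strong numbers were not always called active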
UTI89 phage lysis = protection from phage-mediated lysis, alamar blue read-out – E. coli UTI89, K1F phage, bacterial capsule biogenesis inhibitors (AID 488966) | E. coli UTI89 K1F phage lysis, alamar blue, 2 h; higher % means a stronger effect | inhibition, % at 100 µM; hits with a dose series show IC50 in µM | 340,000 tested, 0.02% active;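 active means phage lysis inhibition, versus mean bacterial control, above a set limit; inconclusive means no clear call, values can overlap the other calls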;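 further: capsule biogenesis inhibitors block K1F phage lysis so surviving cells raise fluorescence; higher fluorescence means more inhibition of phage lysis; actives were called in the ten point dose series up to 300 µM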
T cell modulator vesicle-bound % = also measured in T cell modulator; calls as there; double positive events, %; measured here: CD8+ vesicle-bound cell fraction;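 binding gate set so that unloaded-vesicle control wells show 10% double positive cells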
NTR1 agonist cell count 20 µM = recorded beside NTR1 agonist, whose call it bears; cell count; measured here: cell count, cytotoxicity flag
Myeloid diff MLP GFP+ MAC1+ % = also measured in Myeloid diff MLP; calls as there; GFP+ MAC1+ double positive, %; measured here: differentiation confirmed by MAC1 staining
* = called active by the depositor; i = inactive; ? = inconclusive; . = not tested or not shown; + = active, no number; [ ] = dose if it differs, or a comment. Compounds were not picked by outcome; 2.3% or so of the library scored in one or more.

SMILES	NTR1 agonist	NTR1 agonist cell count 20 µM	SV40 large T antigen	RSV antiviral HEp-2	MgcRacGAP inhibition	Myeloid diff MLP	Myeloid diff MLP GFP+ MAC1+ %	TNAP activation fold	T cell modulator	T cell modulator vesicle-bound %	PhoP inhibition	UTI89 phage lysis
COc1ccc(S(=O)(=O)N2Cc3ccccc3CC2C(=O)Nc2nccs2)cc1OC (centres undefined)	1.3	70	-1%	2.0%	8%	i	0.4	1.1	i	55	-1%	1.1%
Cc1ccc(C)c(N2CCN(C(=S)Nc3ccc4nc(N5CCOCC5)cc(C)c4c3)CC2)c1	2.5	89	5%	?	-16%	i	0.7	1.2	i	61	6%	0.1%
COc1ccc(-c2ccc3ccccc3n2)cc1	0.3	65	3%	3.4%	2%	i	0.2	1	i	42	-9%	0.8%
Cc1cc(C)c2c(N)c(C(=O)N3CCN(c4ncccn4)CC3)sc2n1	0.6	56	8%	0.6%	2%	i	1.1	1.2	i	48	6%	1.4%
CCN(CC)CCNC(=O)c1ccc(NC(=O)c2cccc(S(=O)(=O)N3c4ccccc4CC3C)c2)cc1 (centres undefined)	2.2	66	14%	3.7%	7%	i	1.2	.	i	62	-6%	-0.2%
COc1ccc(N)cc1-n1c(C)ccc1C	-0.5	51	9%	-0.1%	-10%	+	1.5*	1.1	i	52	-14%	0.0%
O=C1C2C3C=CC(C3)C2C(=O)N1/N=C/c1ccc(-c2ccccc2[N+](=O)[O-])o1 (centres undefined)	2.3	50	12%	1.0%	5%	i	1.5	1	i	6	-3%	1.6%[50 µM]
Cc1ccc(NS(=O)(=O)c2cn(C)cn2)cc1	-0.2	44	-1%	3.9%	9%	i	0.4	1.1	i	62	-4%	2.6%
O=C(O)CCC(=O)OCC1CCCO1 (centres undefined)	-0.6	92	12%	0.6%	-6%	i	1.7	1.1	i	28	-4%	-0.3%
COc1ccccc1NC(=O)NC1(C(=O)N2CCCCCC2)CCCCC1	-1.8	39	25%	-0.3%	5%	.	.	1.3	i	6	8%	5.5%
O=C1CCCCCN1C(=O)c1cccc(C(=O)N2CCCCCC2=O)c1	-0.2	51	-1%	3.7%	12%	i	1.0	1.1	i	59	-3%	0.3%
COc1ccc(C)cc1-n1nnnc1SCC1CCCCO1 (centres undefined)	-0.5	46	4%	0.6%	8%	i	4.8	1.1	i	8	-4%	0.4%
CSc1ncc(C(C)=O)c(C)n1	-1.6	36	26%	2.6%	5%	i	0.6	1.1	i	8	-6%	-0.1%
COc1ccc(/C=C/C(=O)Nc2nc(C)cc(C)n2)cc1OC	-3.1	89	5%	2.5%	2%	i	0.8	1	i	32	15%	i
O=C(Nc1ccccc1N1CCN(C(=O)c2ccc(Cl)cc2)CC1)c1ccc([N+](=O)[O-])o1	28	59	28%	22%	6%	i	0.8	.	i	10	-3%	0.1%
O=C(NCc1ccco1)/C(=C\c1ccco1)NC(=O)c1ccco1	0.4	52	.	0.0%	8%	i	0.4	.	i	43	-7%	-0.2%
CCc1cc(Cn2nc(-c3ccccc3)cc2C(=O)NCc2ccc(C)cc2)on1	-1.3	89	19%	-2.3%	10%	i	0.5	.	i	32	-8%	1.3%
CC(C)n1c(O)c(N=NC(=O)CNC(=O)Cc2ccc(Cl)cc2)c2ccccc21	3.3	62	13%	6.6%	8%	i	6.1	.	i	24	-5%	0.8%
Cc1ccc(-c2nn(CCC(=O)NN3CCOCC3)c(=O)c3ccccc23)cc1	-0.6	37	8%	1.6%	.	i	0.3	.	i	19	2%	.
CC(OC(=O)c1cnccn1)C(=O)c1ccccc1 (centres undefined)	1.3	64	8%	-0.8%	7%	i	0.8	.	i	50	1%	1.1%[50 µM]
Cc1ccc(C(C)C)c(OCCOCCN2CCNCC2)c1	0.8	33	30%	-1.1%	.	i	0.5	.	i	38	.	.
Cc1ccccc1C(=O)NCCCNC(=O)c1ccccc1C	-0.2	57	11%	-0.5%	.	i	0.5	.	i	33	.	.
Cc1ccc(-c2cc(C(=O)Nc3c(C)n(C)n(-c4ccccc4)c3=O)[nH]n2)c(O)c1C	-1.5	67	21%	2.7%	11%	i	0.5	.	i	50	-10%	0.3%
Cc1nc(C(=O)Nc2ccccc2)sc1C1(C)CC(c2cccnc2)=NO1 (centres undefined)	-5.1	88	6%	1.0%	10%	i	1.5	.	.	.	-6%	1.0%
O=C(c1ccoc1)N1CCC2(CC1)Oc1ccc(Cl)cc1C(=O)C21CC(c2ccccc2)=NO1 (centres undefined)	0.8	43	19%	3.6%	8%	i	4.4	.	i	26	3%	4.8%

Reformatted with values under each structure: part of the list above
Values run as follows: NTR1 agonist, NTR1 agonist cell count 20 µM, SV40 large T antigen, RSV antiviral HEp-2, MgcRacGAP inhibition, Myeloid diff MLP, Myeloid diff MLP GFP+ MAC1+ %, TNAP activation fold, T cell modulator, T cell modulator vesicle-bound %, PhoP inhibition, UTI89 phage lysis
Cc1ccccc1C(=O)NCCCNC(=O)c1ccccc1C
  -0.2, 57, 11%, -0.5%, ., i, 0.5, ., i, 33, ., .
Cc1ccc(-c2cc(C(=O)Nc3c(C)n(C)n(-c4ccccc4)c3=O)[nH]n2)c(O)c1C
  -1.5, 67, 21%, 2.7%, 11%, i, 0.5, ., i, 50, -10%, 0.3%
Cc1nc(C(=O)Nc2ccccc2)sc1C1(C)CC(c2cccnc2)=NO1 (centres undefined)
  -5.1, 88, 6%, 1.0%, 10%, i, 1.5, ., ., ., -6%, 1.0%

Next section.
SMILES	NTR1 agonist	NTR1 agonist cell count 20 µM	SV40 large T antigen	RSV antiviral HEp-2	MgcRacGAP inhibition	Myeloid diff MLP	Myeloid diff MLP GFP+ MAC1+ %	TNAP activation fold	T cell modulator	T cell modulator vesicle-bound %	PhoP inhibition	UTI89 phage lysis
Cc1c([N+](=O)[O-])c([N+](=O)[O-])nn1CC(=O)NCc1cccnc1	-1.4	72	15%	11%	1%	i	0.2	1.1	i	22	-4%	0.8%
O=C(CSc1nnc(-c2c[nH]c3ccccc23)o1)N1CCCCC1	1.8	42	17%	5.0%	6%	i	1.2	1.2	i	30	-5%	2.8%
COc1ccc(N2CCN(C(=O)c3cc4c(s3)-c3ccccc3OC4)CC2)cc1	5.5	66	6%	0.8%	13%	i	3.5	.	i	28	.	2.0%
O=C(Nc1ccc(N2CCCCC2)c(Cl)c1)c1ccc(N2CCOCC2)c([N+](=O)[O-])c1	13	53	-4%	10%	7%	i	1.7	1	i	57	10%	2.3%[50 µM]
CC1CCCC(NC(=O)CN2C(=O)NC(C)(c3ccccc3)C2=O)C1C (centres undefined)	-1.2	49	.	.	2%	i	0.4	.	.	.	.	1.1%[50 µM]
CCCCC(=O)Nc1ccc(C(=O)N2CCC(C(=O)OCC)CC2)cc1	0.6	87	3%	0.1%	5%	i	0.4	1.1	i	50	6%	0.5%
COc1ccc(N(CC(=O)NCCOc2ccccc2)S(=O)(=O)c2ccc(C)cc2)cc1	3.0	55	6%	3.7%	4%	i	4.7	.	i	18	0%	-0.2%
O=C(CCNS(=O)(=O)c1ccc(Br)s1)NCc1ccccc1	-0.4	23	14%	0.5%	6%	i	0.6	0.9	i	54	-4%	0.0%
Clc1cnc(Nc2cccnc2)c(Cl)c1	-0.2	41	13%	1.2%	4%	i	0.5	.	i	44	3%	1.0%
Cc1ncc(S(=O)(=O)C(C)(C)C)c(N)n1	0.8	51	8%	2.9%	5%	i	0.8	.	i	47	-1%	0.5%
CCCCc1nc2cc(C(=O)NCc3cc(C)n(C)n3)ccc2o1	-1.4	60	6%	1.4%	7%	i	1.6	.	i	65	7%	0.2%
CN(c1nc2ccccc2nc1Cl)S(=O)(=O)c1ccccc1	-0.4	61	4%	1.6%	5%	i	0.6	.	i	13	-2%	-0.2%
O=C(CSc1nc(-c2cccs2)nc2ccccc12)NC1CCS(=O)(=O)C1 (centres undefined)	1.4	53	.	0.3%	-2%	i	0.1	.	i	40	.	0.1%[50 µM]
CCN(CC)C(=O)Oc1ccccc1NC(C)=O	0.6	64	5%	1.5%	1%	i	0.2	1.2	i	53	4%	0.4%
O=C(c1ccc(Cl)nc1)c1cccs1	-0.8	55	1%	-0.2%	.	.	.	.	i	25	-9%	.
Cc1ccc(S(=O)(=O)Cn2cnnn2)cc1	-1.3	88	-8%	0.8%	7%	i	0.5	1.1	i	47	11%	0.2%
CCc1ccc(-c2cc(C(=O)Nc3c(C)n(C)n(-c4ccccc4)c3=O)c3ccccc3n2)s1	3.8	67	10%	8.2%	5%	.	.	1.1	i	29	-4%	-0.8%
COc1ccc(C(=O)C2CCCN(C(=O)c3noc4c3CCCC4)C2)c(C)c1 (centres undefined)	1.0	57	2%	8.2%	2%	i	0.5	1.1	i	19	10%	0.0%
CCN(CC)P(=O)(Nc1ccccc1Br)c1ccc(N(C)C)cc1NC(=O)c1ccco1 (centres undefined)	0.6	20	-2%	-0.4%	7%	i	1.0	1.1	i	28	-5%	0.2%
CCCCN(CC)CCNS(=O)(=O)c1ccc2c(c1)oc(=O)n2C	0.1	72	-2%	-0.1%	5%	i	0.4	1.1	i	18	9%	1.1%
Nc1cccc(C(=O)Nc2ccc(N)cc2Cl)c1	3.5	58	11%	2.1%	5%	i	2.2	1	i	14	9%	3.7%
Cc1cc(C)cc(S(=O)(=O)Cc2noc(C(=O)NCc3ccccc3)c2C(=O)NCc2ccccc2)c1	9.3	45	.	.	9%	i	2.2	.	i	17	.	1.2%
O=C(c1ccco1)N1CCN(C(=O)c2ccc(COc3ccc(Cl)cc3Cl)o2)CC1	-0.9	108	.	?	3%	i	1.2	.	i	42	.	-0.5%
Cc1ccccc1C(=O)/C=C1/SCC(=O)N1C	1.8	41	8%	1.5%	4%	i	2.4	1.1	i	47	1%	0.5%
S=C(NCCc1ccccc1)Nc1ccc(Cl)cc1	2.2	36	13%	1.9%	3%	i	0.4	1.1	i	57	-3%	0.9%
CCOc1ccc(OCCC(=O)NNC(=O)c2nn(C)c(=O)c3ccccc23)cc1	0.8	60	8%	1.1%	3%	i	6.2	.	i	70	-2%	0.1%
CCNC(=O)Cc1c(OC)ccc2cc(Br)ccc12	-0.4	82	6%	6.9%	1%	i	0.2	1.1	i	62	3%	1.5%
